# KCNK3 block: human KCNK3 channel inhibition, primary screen; O14649; hit rate 0.84% among 340,000; B-score at 10 µM; CHO-KCNK3 thallium flux, FluxOR fluorescence; stronger effect = lower value; AID 602410;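 active means B-score under library mean minus 4 SD, starting fluorescence ratio at most library mean plus 5 SD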;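 further: more negative B-score means stronger inhibition of thallium flux through KCNK3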
# Target sequence (O14649 whole entry, looked up): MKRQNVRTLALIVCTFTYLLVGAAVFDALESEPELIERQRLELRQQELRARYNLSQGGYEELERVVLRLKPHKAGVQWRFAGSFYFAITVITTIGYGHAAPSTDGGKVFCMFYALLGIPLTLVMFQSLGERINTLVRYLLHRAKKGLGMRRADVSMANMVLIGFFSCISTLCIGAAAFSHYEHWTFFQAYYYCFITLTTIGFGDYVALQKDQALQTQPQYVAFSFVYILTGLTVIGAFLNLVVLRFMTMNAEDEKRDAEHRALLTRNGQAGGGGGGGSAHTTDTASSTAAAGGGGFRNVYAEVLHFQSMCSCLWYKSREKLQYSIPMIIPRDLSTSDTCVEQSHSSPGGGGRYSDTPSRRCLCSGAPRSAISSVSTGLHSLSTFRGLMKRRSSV
# The depositor's hits bear a star; i = inactive. Only part of the results is shown; the hit share may differ from the screen's.
SMILES | KCNK3 block
Cc1cccc(-n2ccnc2SCC(=O)Nc2cccc(S(=O)(=O)NC3=NCCC3)c2)c1C | i
O=C(COC(=O)c1cccs1)Nc1ccc(F)c(F)c1 | i
O=C(NCCCl)Nc1ccccc1NS(=O)(=O)c1cccs1 | i
CSCCC(NC(=O)c1cccc(C)c1)C(=O)NNC(=O)c1cccs1 (stereo not drawn) | i
COc1ccc2cc(C3(C)NC(=O)N(CC(=O)N4CCCCC4)C3=O)ccc2c1 (stereo not drawn) | i
CC(=O)c1sc(NC(=O)CCCc2nc3ccccc3c(=O)[nH]2)nc1-c1ccccc1 | i
CCOc1ccc(CCN2C(=S)N([C@@H](Cc3ccc(O)cc3)CN3CCCC3CN3C(=S)NC[C@@H]3Cc3ccc(O)cc3)C[C@@H]2CC(C)C)cc1 (stereo partly drawn) | i
Cc1cccc(C)c1NC(=O)COC(=O)c1cc(=O)[nH]c2ccccc12 | i
CCN(C[C@H]1N[C@@](Cc2ccccc2)(C(=O)OC)[C@H]2C(=O)N(Cc3ccccc3)C(=O)[C@@H]12)C(=O)c1ccccc1 | i
O=C(NC1CCCCCC1)C1CCN(S(=O)(=O)c2c(Cl)cccc2Cl)CC1 | i
Cc1ccc(C)c(S(=O)(=O)N2CCN(C(=O)c3ccccn3)CC2)c1 | i
CCOC(=O)c1ccn(CSc2c(F)c(F)cc(F)c2F)n1 | i
CSCCC(NC(=O)c1ccccc1Br)C(=O)NNC(=O)c1ccncc1 (stereo not drawn) | i
CC(=O)N1CCN(C(=O)CNC(=O)c2cccs2)CC1 | i
O=C(C=Cc1ccc2c(c1)OCO2)c1ccccc1 | i
O=C(O)c1ccccc1C(=O)N1CCN(S(=O)(=O)c2cccc(C(F)(F)F)c2)CC1 | i
CCc1cc(C(=O)NCC(c2ccco2)N2CCCCC2)sc1C (stereo not drawn) | i
CCSC(=O)N=Nc1ccc(O)cc1 | i
Oc1c(Br)cc(Br)cc1/C=N/c1nccs1 | i
O=S(=O)(c1ccc2nnn(O)c2c1)N1CCOCC1 | i
Cc1ccc(S(C)(=O)=O)cc1C(=O)OCC(=O)N(Cc1ccccc1)Cc1ccccc1 | i
CC(=O)Nc1ccc(NC(=O)c2cccc(S(=O)(=O)N(C)C3CCCCC3)c2)cc1 | i
CN(CC(=O)Nc1ccccc1C(F)(F)F)CC(=O)N1CCCCCC1 | i
Cc1ccc(OCC(=O)c2cc(C)n(-c3cc(C)on3)c2C)c([N+](=O)[O-])n1 | i
O=C(CN1C(=O)C2CC=CCC2C1=O)N1CCN(S(=O)(=O)c2ccccc2)CC1 (stereo not drawn) | i
CC1CCCCC1NC(=O)CN1c2cccc3cccc(c23)S1(=O)=O (stereo not drawn) | i
OC1CCCC1 | i
COc1ccccc1-c1nn(Cc2ccccc2)cc1C(=O)N1CCN(c2ncccn2)CC1 | i
O=C(CC1C[C@H](C(=O)N2CCCCC2)[C@@]2(CCc3ccccc3)c3[nH]c4ccccc4c3CCN2C1=O)NCc1ccco1 (stereo partly drawn) | i
COc1ccc(C(=O)COC(=O)c2sccc2C)cc1OC | i
O=C(CN1C(=O)NC2(CCCCC2)C1=O)NCCc1ccccc1 | i
CC(=O)c1sc(NC(=O)CCN2C(=O)C3CC=CCC3C2=O)nc1-c1ccccc1 (stereo not drawn) | i
CCOC(=O)c1c(C)[nH]c(C(=O)NNC(=O)c2ccc(Br)cc2)c1C | i
C#CCOCCOCCOCCNc1nc(N2CCN(C(=O)[C@H](CCC(=O)O)n3cc(CN)nn3)CC2)nc(N2CCN(C(=O)[C@H](CCCN=C(N)N)n3cc(C(N)[C@@H](C)CC)nn3)CC2)n1 (stereo partly drawn) | i
Nc1cc(=O)n(Cc2ccccc2)c(=O)n1Cc1ccccc1 | i
CCOC(=O)C1(NC(=O)C2(N3C(=O)c4ccccc4C3=O)CCCC2)CCCC1 | i
O=P(Cc1cccc2ccccc12)(c1ccccc1)c1ccccc1 | i
N#Cc1ccc(CSc2ccc(S(=O)(=O)N3CCCC3)cn2)cc1 | i
COc1ccc(Cl)cc1C(=O)OCC(=O)Nc1sccc1C(N)=O | i
Cc1c(C)c2cccnc2c2ncccc12 | i
CN(CC(=O)Nc1ccccc1Br)C(=O)CN1CCN(Cc2ccc(Cl)cc2)CC1 | i
Nc1cccc2cc(-c3ccccc3)oc12 | i
O=C(Cc1ccc(S(=O)(=O)N2CCOCC2)s1)Nc1cc(C(F)(F)F)cc(C(F)(F)F)c1 | i
CC(=O)Nc1ccc(NC(=O)C(C)Sc2n[nH]c(-c3cccs3)n2)cc1 (stereo not drawn) | i
O=C(COC(=O)c1cccc(S(=O)(=O)N2CCCCCC2)c1)Nc1ccccc1 | i
Cc1c(C(=O)OCC(=O)NC2CCCCC2)oc2ccccc12 | i
CN(c1ccccc1)S(=O)(=O)c1cccc(NC(=O)c2cccc(C#N)c2)c1 | i
O=C(CN1CCN(CC(=O)Nc2ccc3c(c2)OC2(CCCCC2)O3)CC1)Nc1cccc(F)c1 | i
CC[C@@H](C)[C@@H]1CN([C@@H](CN2CCC[C@H]2CN2C(N)=NC[C@H]2C(C)C)C(C)C)C(=N)N1CCc1ccc(Cl)c(Cl)c1 | i
COc1ccc2ccc3cccc[n+]3c2c1 | i
CN1CCC(N(C)C(=O)c2ccc(Cl)c(S(=O)(=O)N3CCc4ccccc43)c2)CC1 | i
O=C(CC1C[C@H](C(=O)N2CCOCC2)[C@@]2(CCC3CCCC3)c3[nH]c4ccccc4c3CCN2C1=O)NCCN1CCOCC1 (stereo partly drawn) | i
CC(C)(C)OC(=O)N(CCc1ccccc1)Cc1ccccc1OCc1cccc(NC(=O)/C=C/c2ccccc2)c1 | i
CC[C@]12c3[nH]c4ccc(Cl)cc4c3CCN1C(=O)[C@@H](CC(=O)NCCC1=CCCCC1)C[C@@H]2C(=O)N1CCN(C(=O)C2CC2)CC1 | i
N#Cc1ccc(NC(=O)C2=COCCO2)cc1 | i
CCOC(=O)c1c(C)[nH]c(C(=O)OCC(=O)N(CC(C)C)C2CCS(=O)(=O)C2)c1C (stereo not drawn) | i
CCOC(=O)C1CCCN(C(=O)c2cccc(S(=O)(=O)N(C)c3ccc(C)cc3)c2)C1 (stereo not drawn) | i
O=C(CNC(=O)c1ccccc1)NCCCSc1ccccc1 | i
CCOC(=O)[C@H]1[C@H]2COc3ccc(Cl)cc3[C@@H]2N2C(=O)[C@@H](C)NC(=O)[C@@]12C | i
Nc1ncnc2c1ncn2[C@@H]1O[C@H](CNC(=O)[C@@H](N)CO)[C@@H](O)[C@H]1O | i

# (list continues)
SMILES | KCNK3 block
CC(Sc1nnc(-c2ccccc2F)n1C1CC1)C(=O)N1CCCC1 (stereo not drawn) | i
CC(C)Oc1cc(C(=O)N2CCC(N3CCCCC3)CC2)ccc1Nc1nnc(Cl)c(Nc2ccccc2S(C)(=O)=O)n1 | i
COC(=O)c1ccc(CNC(=O)CSC(C)C(=O)Nc2cc(C)on2)cc1 (stereo not drawn) | i
Cc1ccc(C(=O)CCC(=O)Nc2cc(C)ccn2)cc1 | i
CC(=O)Nc1c(Cl)cc2c(c1Cl)Cc1cc(N)ccc1-2 | i
CC1CCCC(C)N1C(=O)COC(=O)CNC(=O)c1ccccc1F (stereo not drawn) | i
O=C(COC(=O)c1ccc(O)cc1O)Nc1ccc2c(c1)OCCO2 | i
CCN(c1ccc(C(=O)CN2C(=O)NC3(CCOc4ccccc43)C2=O)cc1)S(C)(=O)=O (stereo not drawn) | i
Cc1ccc(C(=O)OCC(=O)NCCc2ccc(S(N)(=O)=O)cc2)o1 | i
COc1ccc(C(=O)OCC(=O)Nc2ccc3c(c2)OCCO3)c(OC)c1 | i
COc1cccc(C(C)=C2SC(=S)NC2=O)c1 | i
COc1ccccc1NS(=O)(=O)c1cccc(NC(=O)CCNC(=O)c2ccccc2OC)c1 | i
NC(=O)COc1ccc(/C=C2\C(=O)ON=C2c2ccccc2)cc1 | i
Cc1cc(C)c(C)c(S(=O)(=O)N2CCC(C(=O)N3CCCC3)CC2)c1C | i
CC(Sc1nnc2ccccn12)C(=O)Nc1ccc(N2CCOCC2)cc1 (stereo not drawn) | i

# Some of the entries above, reformatted:
smiles: CC1CCCC(C)N1C(=O)COC(=O)CNC(=O)c1ccccc1F (stereo not drawn)
  KCNK3 block: i
smiles: O=C(COC(=O)c1ccc(O)cc1O)Nc1ccc2c(c1)OCCO2
  KCNK3 block: i
smiles: CCN(c1ccc(C(=O)CN2C(=O)NC3(CCOc4ccccc43)C2=O)cc1)S(C)(=O)=O (stereo not drawn)
  KCNK3 block: i
smiles: Cc1ccc(C(=O)OCC(=O)NCCc2ccc(S(N)(=O)=O)cc2)o1
  KCNK3 block: i

# Next section
compound | KCNK3 block
O=C(NCc1ccccc1)c1cccc(NC(=O)C2CC2)c1 | i
CN(C(=O)CSc1ccc2c(c1)OCCO2)c1ccccc1 | i
O=C(Nc1cccc(Cl)c1)C1=CC=CN2CCS(=O)(=O)N=C12 | i
CCOC(=O)Nc1cccc(OCC(=O)Nc2ccc3c(c2)CCC3)c1 | i
CCOc1ccc(C(=O)NCC(=O)NCCSc2ccc(Br)cc2)cc1OCC | -9.8*
O=C(NCCN1CCOCC1)c1cccc(S(=O)(=O)Nc2ccc(F)cc2)c1 | i
O=C(CN1CCN(c2ccc(O)cc2)CC1)Nc1ccc2c(c1)OCCCO2 | i
O=C1NC2(CCCCC2)C(=O)N1CC(=O)N1CCc2ccccc21 | i
CCOC(=O)c1c(C)oc2c1c(CN1CCN(CCO)CC1)c(O)c1ccccc12 | i
CC(C)(C)OC(=O)n1cc(CCO)c2ccccc21 | i
O=C1CCC(c2ccc3ccccc3c2)O1 (stereo not drawn) | i
Cc1ccc(S(=O)(=O)N2[C@@H](c3ccc(Cl)cc3)C(C(=O)O)=CC[C@H]2c2cccs2)cc1 | i
O=C(O)c1ccc(Oc2ccc([N+](=O)[O-])cc2)c([N+](=O)[O-])c1 | i
O=C(NCc1ccc(Cl)cc1)C1CCCN(C(=O)c2ccc(Cl)cc2)C1 (stereo not drawn) | i
O=C1CCN(CC2CCCCC2)C=C1C(=O)c1ccccc1 | i
CN(C)C(=O)CSc1ccccc1C(=O)OCC(=O)NC1CC1 | i
Cc1ccc(S(=O)(=O)N2CCCCC2)cc1NC(=O)COC(=O)c1cccn1C | i
O=C(CN1C(=O)NC2(CCCC2)C1=O)NC(c1ccccc1)c1ccccc1 | i
CCCCn1c(N)c(N(C)C(=O)c2cccc(-n3cnnn3)c2)c(=O)[nH]c1=O | i
O=C(NN=Cc1cc(=O)[nH]c(=O)[nH]1)c1ccncc1 | i
O=C(Cc1ccc(Br)cc1)OCC(=O)N1CCOCC1 | i
CCOc1ccccc1NC(=O)C(c1ccccc1)N1CCN(CC(=O)N2CCOCC2)CC1 (stereo not drawn) | i
CC(C)(C)S(=O)N1Cc2cc(CO)cc(-c3ccccc3)c2[C@@H]1CCO (stereo partly drawn) | i
C=CC[C@H](CC(=O)NCCO)C(=O)NC[C@@H](OC(=O)[C@@H](CC=C)CC(=O)OC(C)(C)C)c1ccccc1 | i
O=c1ccc(S(=O)(=O)N2CCCC2)cn1Cc1ccc(Cl)cc1Cl | i

# Filtered by structure: the entries above containing a furan ring, fused or not
compound | KCNK3 block
CCc1cc(C(=O)NCC(c2ccco2)N2CCCCC2)sc1C (stereo not drawn) | i
O=C(CC1C[C@H](C(=O)N2CCCCC2)[C@@]2(CCc3ccccc3)c3[nH]c4ccccc4c3CCN2C1=O)NCc1ccco1 (stereo partly drawn) | i
Nc1cccc2cc(-c3ccccc3)oc12 | i
Cc1c(C(=O)OCC(=O)NC2CCCCC2)oc2ccccc12 | i
Cc1ccc(C(=O)OCC(=O)NCCc2ccc(S(N)(=O)=O)cc2)o1 | i
CCOC(=O)c1c(C)oc2c1c(CN1CCN(CCO)CC1)c(O)c1ccccc12 | i

# Continuation:
compound | KCNK3 block
O=C(Cc1c(F)cccc1Cl)NNC(=O)c1ccncc1 | i
CC(OC(=O)C1=COCCO1)C(=O)c1ccc(C(C)(C)C)cc1 (stereo not drawn) | i
COc1cccc(/C=C/C(=O)OCC(=O)c2c[nH]c3ccccc23)c1 | i
CCN(CC)C(=O)[C@H]1C[C@H](CC(=O)NCC23CC4CC(CC(C4)C2)C3)C(=O)N2CCc3c([nH]c4ccc(Cl)cc34)[C@]12C | i
CC(=O)N1CCN(C(=O)CCNC(=O)c2ccc(Br)cc2)CC1 | i
CC(=O)N1CCN(S(=O)(=O)c2ccc3c(c2)CCC(=O)N3)CC1 | i
O=C(Cc1n[nH]c(=O)c2ccccc12)Nc1cccc(S(=O)(=O)N2CCCCCC2)c1 | i
CCOc1ccc(NC(=O)[C@@H]2CCCN2C(=O)c2cccs2)cc1S(=O)(=O)N1CCCCC1 | i
CCN(C[C@H]1N[C@@](C)(C(=O)OC)[C@H]2C(=O)N(C)C(=O)[C@@H]12)S(=O)(=O)c1ccc(C(F)(F)F)cc1 | i
Cc1ccc(OCCNC(=O)c2cccc(S(=O)(=O)N3CCN(Cc4ccccc4)CC3)c2)cc1 | i
CC(=NNC(=S)N1CC2CCC(CC2)C1)c1ccncn1 | i
Cn1c(=O)c2[nH]c(CCCc3ccc([N+](=O)[O-])cc3)nc2n(C)c1=O | i
CC(NC(=O)C12CC3CC(CC(C3)C1)C2)C(=O)NN=Cc1ccc([N+](=O)[O-])o1 (stereo not drawn) | i
Cc1ccc(C(=O)O)cc1NC(=O)C1CCN(S(=O)(=O)c2ccc3c(c2)OCCO3)CC1 | i
O=C(CN1CCN(C(=O)CNC(=O)c2ccc(N3CCCC3=O)cc2)CC1)Nc1ccccc1Cl | i
COc1ccc(C(=O)NCc2ccc3c(c2)OCO3)cc1S(=O)(=O)N1CCCC1 | i
COc1ccccc1N(C)S(=O)(=O)c1ccc(C(=O)Nc2cccc(S(=O)(=O)N3CCOCC3)c2)cc1 | i
COC(=O)[C@]1(C)N[C@H](CN(C)C(=O)Nc2ccc(C)cc2)[C@@H]2C(=O)N(C)C(=O)[C@@H]21 | i
O=C(CCNC(=O)c1ccccc1Cl)Nc1nc2ccccc2[nH]1 | i
CCN(CC(=O)Nc1cc(Cl)ccc1C)C(=O)C1COc2ccccc2O1 (stereo not drawn) | i
Cc1ccc(NC(=O)Cn2nc(C(=O)O)c3ccccc3c2=O)cc1S(=O)(=O)N1CCCCCC1 | i

# Source: PubChem BioAssay (Johns Hopkins Ion Channel Center)
